Screening results deposited in PubChem by several laboratories.
PLAP activator = human PLAP activation. P05187. purified PLAP enzyme, luminescent substrate read-out; hits give high values. activation fold at 20 µM. 1.2% of 96,000 active. AID 696; in the data active means activation fold above about 2
MT1-MMP txn act = activates MT1-MMP transcription; HT1080 MT1-MMP promoter luciferase reporter, luminescence, overnight; hits give high values; activation factor at 10 µM; 0.16% of 86,000 active; AID 750;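 active means activation factor of at least 2 for MT1-MMP transcription at 10 µM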
HIV Rev-RRE inh = HIV Rev-RRE protein-RNA interaction inhibition; P05866; Rev peptide-RRE RNA binding, FRET; inhibition, % at 8 µM; 0.79% of 97,000 active;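 active means inhibition above the screen-wide mean plus 3 SD, cut at about 35% in these data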;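 further: 0% = median DMSO wells and 100% = median Neomycin B control wells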
Target sequence (P05866 whole entry, looked up): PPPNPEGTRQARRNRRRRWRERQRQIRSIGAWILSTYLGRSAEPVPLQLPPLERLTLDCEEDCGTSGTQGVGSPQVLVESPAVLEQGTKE
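Material: labelled RRE RNA duplex and labelled Rev peptide / Buffer or medium: HEPES pH 7.5 salt buffer with EDTA / Compound dosing: single point, 8 µM final nominal compound concentration / Benchmarks: DMSO low control, neomycin B high control / Timing: 5 min preincubation and 15 min binding, 25 °C / Technique: FRET fluorescence readout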
PLK1 inh = PLK1 (human) kinase inhibition. P53350. recombinant PLK1 kinase, TR-FRET peptide phosphorylation. inhibition, % at 10 µM. 0.53% of 97,000 active. AID 619;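 active means inhibition of 50% or more in the single-concentration screen; inactive means inhibition below 50%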;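 further: 0% = DMSO max control and 100% = H-89 dihydrochloride min control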
EphB4 antag = antagonists of human EphB4-ephrin-B2 interaction | EphB4 LBD / TNYL-RAW-Alexa532 peptide, fluorescence polarization | inhibition, % at 7 µM | 0.15% of 97,000 active | AID 720;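 active means inhibition above the screen-wide mean inhibition plus 3 SD, cut at about 15% in these data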;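 further: 0% = DMSO wells and 100% = excess unlabeled TNYL-RAW peptide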
Target sequence (P54760 whole entry, looked up, the tested form may be a part): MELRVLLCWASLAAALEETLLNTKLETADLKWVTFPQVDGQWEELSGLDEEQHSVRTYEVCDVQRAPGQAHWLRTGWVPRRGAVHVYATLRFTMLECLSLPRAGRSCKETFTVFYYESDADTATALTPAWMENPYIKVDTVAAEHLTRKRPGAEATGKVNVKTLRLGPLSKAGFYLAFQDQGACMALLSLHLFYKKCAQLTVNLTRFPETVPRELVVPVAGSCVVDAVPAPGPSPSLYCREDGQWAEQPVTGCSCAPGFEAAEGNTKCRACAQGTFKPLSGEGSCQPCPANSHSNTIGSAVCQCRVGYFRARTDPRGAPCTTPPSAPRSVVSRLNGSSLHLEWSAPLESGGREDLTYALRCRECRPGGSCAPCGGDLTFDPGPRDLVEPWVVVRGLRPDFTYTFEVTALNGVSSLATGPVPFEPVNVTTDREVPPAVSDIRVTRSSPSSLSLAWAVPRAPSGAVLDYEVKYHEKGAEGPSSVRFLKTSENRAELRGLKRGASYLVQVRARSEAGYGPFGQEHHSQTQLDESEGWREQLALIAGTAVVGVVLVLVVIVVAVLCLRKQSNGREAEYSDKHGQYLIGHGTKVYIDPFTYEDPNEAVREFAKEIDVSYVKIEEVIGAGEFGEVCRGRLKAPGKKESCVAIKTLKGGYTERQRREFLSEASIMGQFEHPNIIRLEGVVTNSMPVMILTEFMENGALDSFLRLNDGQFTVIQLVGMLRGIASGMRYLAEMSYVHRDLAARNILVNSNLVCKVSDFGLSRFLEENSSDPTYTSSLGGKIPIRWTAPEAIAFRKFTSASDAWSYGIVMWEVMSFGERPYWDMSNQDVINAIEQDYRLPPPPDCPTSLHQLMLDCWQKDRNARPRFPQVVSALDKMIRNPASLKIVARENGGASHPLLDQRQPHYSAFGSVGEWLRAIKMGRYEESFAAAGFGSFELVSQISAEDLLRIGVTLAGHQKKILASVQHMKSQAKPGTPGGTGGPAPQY
S1P2 antag = antagonists of human S1P2 receptor | 0.21% of 97,000 active | inhibition, % at 5 µM | cell-based S1P2 antagonist assay, inhibition at 5 uM | O95136; in the data active means inhibition above about 45%;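 further: CRE beta-lactamase reporter cells expressing human S1P2 stimulated with S1P; 0% = agonist at EC80 alone and 100% = agonist plus reference antagonist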
FAK blocker = blocks human focal adhesion kinase activity; AID 727; 0.84% of 97,000 active; Q05397; inhibition, %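 (tested at 7 µM)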; biochemical FAK kinase activity assay; in the data active means inhibition above about 19%;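 further: 0% = DMSO and 100% = reference compound high control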
PLK1 PBD inh = blocks phosphopeptide binding to human Plk1 polo box domain; P53350; Plk1 PBD phosphopeptide binding, fluorescence polarization; inhibition, %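 (tested at about 20 µM)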; 0.13% of 97,000 active; in the data active means inhibition above about 34%, passing the limit was not always enough
S1P2 ag = activates the human S1P2 receptor | O95136 | activation, % at 4.5 µM | S1P2-expressing cell line, agonist reporter read-out | 0.46% of 97,000 active | AID 729; in the data active means activation above about 16%;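 further: 0% = vehicle low control and 100% = maximal reference agonist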
The depositor's hits bear a star; · = not tested or not shown.

SMILES	PLAP activator	MT1-MMP txn act	HIV Rev-RRE inh	PLK1 inh	EphB4 antag	S1P2 antag	FAK blocker	PLK1 PBD inh	S1P2 ag
CC1CCC(NCC(O)c2ccccc2)CC1 (stereo unspecified)	0.9	1.2	1	-6	7	10	-2	-16	-7
CCOC(=O)CNC(=O)CSP(=S)(OCC)OCC	0.8	1	1	6	-1	20	-4	15	0
CSc1ccc(C(=O)C(C)(C)N2CCOCC2)cc1	1	1	7	-11	2	-5	-1	-5	-2
O=c1[nH]c(=O)n(CCc2ccc(F)cc2)c(O)c1C=NCCCN1CCOCC1	1.1	0.9	3	-4	5	-1	1	-19	-4
CCCCn1c(O)c(C(C)=NCCCN(C)C)c(=O)[nH]c1=O	0.8	1	6	-8	0	5	-3	16	-3
COc1ccccc1-n1c(-c2ccoc2)nc2ccccc2c1=O	1.1	1	5	2	-3	5	-1	-11	-4
Cc1c(C(=O)N2CCC3(CC2)OCCO3)oc2ccc(S(=O)(=O)N3CCOCC3)cc12	1.4	·	5	-3	8	8	-1	-15	-4
CC1(C)N(O)C2CCCCC2N1O (stereo unspecified)	1	1.2	9	-11	5	6	5	3	0
CC(=NCCN1CCCCC1)c1c(O)n(-c2ccc(Cl)cc2)c(=O)[nH]c1=O	1	1.2	2	-8	-5	-6	-3	20	-6
O=C(COc1ccc2ccccc2c1)N1CCN(Cc2ccncc2)CC1	1.4	·	4	-9	8	9	-2	-7	-13
CCCC(=O)NC(Oc1ccc(Cl)cc1Cl)C(Cl)(Cl)Cl (stereo unspecified)	0.9	·	4	-6	0	31	2	16	-4
Cc1cccc(NC(N)=S)c1	0.9	·	6	4	6	6	1	-31	-3
O=C1C2CCCN2C(c2cccnc2)N1c1nccs1 (stereo unspecified)	1.4	1.2	4	-5	-4	14	1	24	-3
CCN(CC)c1ccc(CN(C)CCc2ccc(OC)c(OC)c2)cc1	1.4	·	1	-12	3	15	4	-9	-8
CC1(C)C2([N+](=O)[O-])CNCC1([N+](=O)[O-])CNC2	·	1.2	8	-10	7	6	1	6	-5
OC1(c2ccc(F)cc2)CC2CCC(C1)N2Cc1nnnn1C1CCCCC1 (stereo unspecified)	1.2	1.1	-1	-6	-4	6	3	-17	-1
O=C1CC(N2CCC(n3c(=O)[nH]c4ccccc43)CC2)C(=O)N1c1ccc(F)cc1 (stereo unspecified)	1.1	1.1	0	-7	5	23	0	-18	-3
CCCCc1ccc2[nH]cc(CCN)c2c1	1	1	-2	-4	7	29	-1	13	-1
CCN(CC)CCCN=Cc1c(O)n(CCc2ccc(F)cc2)c(=O)[nH]c1=O	1.2	1.1	4	4	-1	9	-2	-11	-6
O=C(c1cccn2c(=O)c3ccccc3nc12)N1CCC2(CC1)OCCO2	1.2	1.1	8	-20	4	0	7	2	-8
O=c1[nH]c(CN2CC=C(c3ccccc3)CC2)nc2cc(C(F)(F)F)ccc12	1.7	1.2	45*	48	0	8	5	15	-5
N#Cc1cc2c(nc1SCC(=O)Nc1cc(Cl)cc(Cl)c1)C1CCN2CC1	0.9	1	-1	-10	-4	-11	0	-4	-4
CCCCn1c(C)c(C(=O)OCC)c2c(CN3CCOCC3)c(O)ccc21	1.6	1.3	11	2	2	-26	-1	-2	2
O=C(c1cccs1)c1cn(Cc2ccccc2Cl)c2ccccc12	0.7	1.1	17	-15	-1	-23	2	-29	-1
CCN1CCC2(CC1)NC(CO)(CO)CO2	1.1	1.2	1	-10	-1	1	-3	18	-7

(cont.)
SMILES	PLAP activator	MT1-MMP txn act	HIV Rev-RRE inh	PLK1 inh	EphB4 antag	S1P2 antag	FAK blocker	PLK1 PBD inh	S1P2 ag
CCCC(C)C(=O)NC1CCSC1=O (stereo unspecified)	0.9	1	3	-4	-4	-6	-2	14	-3
CN1C(=O)N(C)C(=O)C2(Cc3c(ccc4ccccc34)N(C)C2)C1=O	1.3	1	2	-9	3	15	6	-27	-3
CC(=NCCC1=CCCCC1)c1c(O)n(C)c(=O)n(C)c1=O	1	1.1	7	2	3	19	4	0	-7
Cc1cc(OCc2nn[nH]n2)c2c3c(c(=O)oc2c1)CCCC3	1	1.2	6	-8	1	21	-8	-8	-6
C=CCn1c(O)c(C(C)=Nc2ccc(C(=O)OCC)cc2)c(=O)[nH]c1=O	1	1.1	8	17	2	3	-2	-12	-7
CC(c1ccccc1)n1cncc1C(=O)O (stereo unspecified)	·	1.2	12	-6	2	-5	0	-8	-6
CC(C)NS(=O)(=O)c1ccc(OCC(=O)N2CCN(Cc3ccccc3)CC2)c(Cl)c1	1.5	1.2	6	0	-3	1	-1	11	-3
C#CCOCOCC#CCN(CC)CC	1.1	1.1	0	-5	-8	-16	0	-13	-3
CC(C)N1CC=C(c2c[nH]c3ccccc23)CC1	1.1	1.2	-3	-16	2	8	3	50	1
c1ccc(C2=NP(N3CCOCC3)(N3CCOCC3)=NC(N3CCOCC3)=N2)cc1	1.3	1.2	9	-21	2	18	2	-3	-4
O=C(CN1C(=O)CCSc2ccccc21)N1CCC2(CC1)OCCO2	1	1.1	0	2	-7	8	-7	-1	-5
CCN(CC)CCN=C(C)c1c(O)n(-c2ccccc2OC)c(=O)[nH]c1=O	1	1.5	8	-4	-1	5	8	-6	-4
CN(C)P(=O)(C(Cl)=C(N1CCCCC1)N1CCCCC1)N(C)C	1.7	1.2	0	-13	-3	-15	5	19	-3
O=c1c(C=NCc2cccs2)c(O)n(C2CCCCC2)c(=O)n1C1CCCCC1	0.9	1.1	8	0	2	-7	1	-8	-3
O=c1[nH]c(=O)n(Cc2ccc(F)cc2)c(O)c1C=NCc1cccnc1	1	1	5	6	3	-1	-4	-4	-4
O=C(Cn1c2c(c(-c3ccccc3Cl)cc1=O)CCC2)N1CCC2(CC1)OCCO2	1.3	1.1	4	-10	9	4	2	-5	-2
CCOc1cc(/C=C2/C(=O)NC(=O)N(c3ccc(CC)cc3)C2=O)ccc1OC(=O)c1cccs1	1.1	·	9	-14	-6	1	-3	2	-3
CN(CC1COc2ccccc2O1)c1nc(-c2cccnc2)nc2ccccc12 (stereo unspecified)	·	1.1	6	-5	4	10	0	-12	-3
Cc1cc(N(CCCl)CCCl)ccc1/C=N/NC(=O)c1ccco1	1.2	·	5	-4	2	23	7	-25	-6
Cc1ccc(S(=O)(=O)Nc2cc(C(=O)N3CCC4(CC3)OCCO4)ccc2N2CCCCC2)cc1	1.4	1.1	3	0	5	13	1	-4	-9
O=c1c2ccccc2nc(-c2ccco2)n1-c1ccc(Br)cn1	0.7	1.1	3	-4	-3	-6	3	-15	-4
CCOP(=O)(OCC)C(NC(=O)C(Cl)Cl)C(Cl)(Cl)Cl (stereo unspecified)	1	1	1	-4	0	-6	-6	1	-5
CC1CCN2c3nc4ccccn4c(=O)c3CC3(C(=O)N(C)C(=O)N(C)C3=O)C2C1 (stereo unspecified)	1.5	1.1	9	0	7	-14	2	-20	-4
Cn1c(O)c(C(=O)c2ccccc2)c(=O)n(C)c1=O	1.2	1.1	11	-7	-7	-18	-2	13	-3
OC1(CN2CCOCC2)C2CC3CC(C2)CC1C3 (stereo unspecified)	1.1	1.3	6	1	2	14	-5	0	-3

Other structures follow:
SMILES	PLAP activator	MT1-MMP txn act	HIV Rev-RRE inh	PLK1 inh	EphB4 antag	S1P2 antag	FAK blocker	PLK1 PBD inh	S1P2 ag
COc1ccc(C(=O)CC2C(=O)N(C)C(=O)N(C)C2=O)cc1	·	1.1	5	-9	-9	0	-2	8	0
CC(C)Cc1[nH]c(=O)c(C#N)c2c1CCC2	1.1	1.3	3	-8	1	10	0	-4	-9
CCn1c(C(=O)N2CCC(C(=O)N3CCC4(CC3)OCCO4)CC2)cc2sccc21	1.5	1.2	5	-9	-2	9	-6	-6	0
COc1ccccc1N1C(=O)NC(=O)C(CCc2ccncc2)(CCc2ccncc2)C1=O	1	1.3	-1	-16	0	-3	1	11	-5
CCC(CC)C(=O)NC1CCSC1=O (stereo unspecified)	1	1.2	-1	-11	-4	-5	-3	-6	-4
C=CCn1c(O)c(C(C)=NCCCO)c(=O)[nH]c1=O	1.3	1.1	4	3	-10	-7	-1	13	-4
Cc1nc2c(=O)n(C)c(=O)nc-2n(C)n1	·	0	7	-12	0	96*	68*	116*	10
CN1CCN(Cc2nc3ccccc3c(=O)[nH]2)CC1	0.8	·	-1	6	-9	-9	1	-2	0
Cc1cccnc1-n1c(-c2ccco2)nc2ccccc2c1=O	1.1	1.1	-4	-17	1	17	-1	-6	-12
C=CCn1c(O)c(C(C)=NCc2cccnc2)c(=O)[nH]c1=O	1	1.1	11	1	4	5	-1	-8	-4
O=C(NC1(C(F)(F)F)Oc2ccc(Cl)cc2O1)N1CCC2(CC1)OCCO2 (stereo unspecified)	·	·	9	30	6	20	-1	-9	-10
Cc1ccc2c(c1)C1CN(C)CCC1N2C(=O)Nc1cccc(C(F)(F)F)c1 (stereo unspecified)	1.1	1	13	-33	-3	-2	-1	-12	-4
Cc1cc(C)n2nc(SCC(=O)N3CCC4(CC3)OCCO4)nc2n1	1	1	5	-8	-1	-14	6	3	-6
CCOc1cccc(OCC)c2c(C)[n+](CC3CCCO3)c(C)c1-2 (stereo unspecified)	1.1	1.2	25	-5	-1	-8	2	3	-6
CCN(CC)CCCN=C(C)c1c(O)n(C2CCCCC2)c(=O)[nH]c1=O	1	1.1	6	-5	1	14	-2	-13	-2
O=c1[nH]c(=O)n(Cc2ccc(F)cc2)c(O)c1C=NCC1CCCO1 (stereo unspecified)	1	1.1	0	-6	3	9	0	-9	-4
CC(NCc1ccccc1Cl)C(O)c1ccccc1 (stereo unspecified)	1	·	4	4	6	8	-2	5	-7
CC(=NCCN1CCOCC1)c1c(O)n(Cc2ccccc2)c(=O)[nH]c1=O	1.2	1.1	7	-10	8	6	7	4	-4
CCCCCCN=C(C)c1c(O)n(Cc2ccccc2)c(=O)[nH]c1=O	0.8	1.1	15	-6	1	-13	-1	10	3
Nc1c(C(=O)NCCc2ccccc2)c2nc3ccccc3nc2n1CCN1CCOCC1	1.7	0.9	2	-8	-12	-28	-2	-21	31*
CC(=NCC1CCCO1)c1c(O)n(-c2ccc(C)cc2)c(=O)[nH]c1=O (stereo unspecified)	1	1.1	5	7	-7	-11	1	-6	-3
O=C(C1CC(c2ccc(F)cc2)=NO1)N1CCC2(CC1)OCCO2 (stereo unspecified)	0.8	1.5	4	-6	3	18	0	-6	-6

Filtered by structure: the compounds so far with a carbonyl joined to an NH by a bond outside any ring (10)
SMILES	PLAP activator	MT1-MMP txn act	HIV Rev-RRE inh	PLK1 inh	EphB4 antag	S1P2 antag	FAK blocker	PLK1 PBD inh	S1P2 ag
CCOC(=O)CNC(=O)CSP(=S)(OCC)OCC	0.8	1	1	6	-1	20	-4	15	0
CCCC(=O)NC(Oc1ccc(Cl)cc1Cl)C(Cl)(Cl)Cl (stereo unspecified)	0.9	·	4	-6	0	31	2	16	-4
N#Cc1cc2c(nc1SCC(=O)Nc1cc(Cl)cc(Cl)c1)C1CCN2CC1	0.9	1	-1	-10	-4	-11	0	-4	-4
CCCC(C)C(=O)NC1CCSC1=O (stereo unspecified)	0.9	1	3	-4	-4	-6	-2	14	-3
Cc1cc(N(CCCl)CCCl)ccc1/C=N/NC(=O)c1ccco1	1.2	·	5	-4	2	23	7	-25	-6
CCOP(=O)(OCC)C(NC(=O)C(Cl)Cl)C(Cl)(Cl)Cl (stereo unspecified)	1	1	1	-4	0	-6	-6	1	-5
CCC(CC)C(=O)NC1CCSC1=O (stereo unspecified)	1	1.2	-1	-11	-4	-5	-3	-6	-4
O=C(NC1(C(F)(F)F)Oc2ccc(Cl)cc2O1)N1CCC2(CC1)OCCO2 (stereo unspecified)	·	·	9	30	6	20	-1	-9	-10
Cc1ccc2c(c1)C1CN(C)CCC1N2C(=O)Nc1cccc(C(F)(F)F)c1 (stereo unspecified)	1.1	1	13	-33	-3	-2	-1	-12	-4
Nc1c(C(=O)NCCc2ccccc2)c2nc3ccccc3nc2n1CCN1CCOCC1	1.7	0.9	2	-8	-12	-28	-2	-21	31*

Not all compounds are listed; count on the stated rates, not on these rows.
